Vif-APOBEC3G blk = Vif-A3G binding inhibition | 0.076% of 410,000 active | Potency, µM (series often up to 46.1 µM), inactives show top-dose activity, negative = active, hits mostly inhibitors | HeLa A3G-eYFP + Vif (tagged APOBEC3G with the HIV-1 protein that degrades it), YFP fluorescence, overnight;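 also: % is scaled to controls: 0 for no effect and ±100 for the full control effect; nearly all actives have a fitted effect of over 60% in size; hits raise eYFP signal because A3G escapes Vif-driven loss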
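Read-out is eYFP fluorescence (Ex 488/Em 500-530) from Vif-expressing HeLa A3G-eYFP cells; more signal means A3G escaped Vif-mediated degradation. Cells plated overnight, compound pinned in, incubated overnight at 37 deg C.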
RXFP1 ag = activates the human relaxin receptor RXFP1; Q9HBX9; 0.3% of 370,000 active; HEK293T-RXFP1 cAMP TR-FRET, 30 min; response scale: percent of porcine relaxin response, buffer zero; Potency, µM (series often up to 57.5 µM), inactives show at the top dose activation, hits mostly activators; also: % is scaled to controls: 0 for no effect and ±100 for the full control effect; nearly all actives have a fitted effect of over 60% in size; many of its hits are not listed in these tables
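HEK293 cells stably expressing RXFP1, treated 30 min at 37C with compounds plus PDE4 inhibitor Ro 20174; cAMP measured by HTRF TR-FRET. Normalized to buffer and 29 nM porcine relaxin; EC50 by Hill fit.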
12-LOX inh = blocks human arachidonate 12S-lipoxygenase; purified 12hLO, xylenol orange hydroperoxide absorbance; Potency, µM (series often up to 108 µM), for inactives: at the top dose activity change, negative = inhibition, actives largely listed as inhibitors; 1.1% of 580,000 active; AID 1671190; also: % is scaled to controls: 0 for no effect and ±100 for the full control effect
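Purified human 12hLO at 150 nM in 25 mM Hepes, 0.01% Triton X-100, pH 7.0, preincubated 15 min at room temperature with compound. Reaction started with 40 uM arachidonic acid, 30 min at room temperature. Hydroperoxide measured by Fe-xylenol orange, 573/405 nm absorbance ratio.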
USP1 inh = USP1/UAF1 (human) deubiquitinase inhibition | recombinant USP1/UAF1, Ub-Rhodamine cleavage fluorescence | AID 743255 | Potency, µM (doses to about 57.1 µM), for the others: at the top dose activity change, negative = inhibition, actives largely listed as inhibitors | O94782 | 0.23% of 390,000 active; also: % is scaled to controls: 0 for no effect and ±100 for the full control effect; nearly all actives have a fitted effect of over 60% in size; inactives centre near -12
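High-throughput fluorogenic screen: 1nM USP1/UAF1 complex, Ub-Rho substrate 150nM final, 50mM HEPES pH 7.8 with 0.5mM EDTA, 0.1 mg/ml BSA, 1mM TCEP and 0.01% Tween-20.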
TrxR1 inh = rat TrxR1 inhibition; O89049; recombinant rTrxR1, NADPH fluorescence consumption, selenite substrate; Potency, µM (doses to about 114 µM), for inactives: at the top dose activity change, negative = inhibition, usual class: inhibitors; 1% of 390,000 active; AID 588453; also: % is scaled to controls: 0 for no effect and ±100 for the full control effect; nearly all actives have a fitted effect of over 65% in size
Target sequence (O89049 whole entry, looked up): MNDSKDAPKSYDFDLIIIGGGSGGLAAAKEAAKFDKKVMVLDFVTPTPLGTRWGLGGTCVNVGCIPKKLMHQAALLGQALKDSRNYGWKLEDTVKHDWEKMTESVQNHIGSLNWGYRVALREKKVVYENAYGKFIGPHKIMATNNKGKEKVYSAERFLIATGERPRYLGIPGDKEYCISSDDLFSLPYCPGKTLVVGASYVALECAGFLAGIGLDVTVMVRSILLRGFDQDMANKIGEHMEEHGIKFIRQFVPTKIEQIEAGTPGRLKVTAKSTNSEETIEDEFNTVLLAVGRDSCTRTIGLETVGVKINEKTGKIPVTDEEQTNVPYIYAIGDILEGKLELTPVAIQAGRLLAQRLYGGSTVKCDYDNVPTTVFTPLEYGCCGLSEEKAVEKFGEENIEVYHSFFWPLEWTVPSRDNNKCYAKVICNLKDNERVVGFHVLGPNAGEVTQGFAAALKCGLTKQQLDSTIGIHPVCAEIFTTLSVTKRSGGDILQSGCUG
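Rat TrxR1 (90 nM in the dispensed reagent) was pre-reduced with 400 uM NADPH for 5 min at room temperature, then incubated with compound for 15 min. After 400 uM selenite was added, NADPH fluorescence (Ex 340/Em 450 nm) was followed for 8 min.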
TrxR1 substrate = substrates of rat thioredoxin reductase 1. O89049. purified TrxR1 substrate turnover, NADPH consumption readout. Potency, µM (top dose mostly 114 µM), inactives show top-dose activity change, negative = substrate turnover. 0.01% of 390,000 active; also: % is scaled to controls: 0 for no effect and ±100 for the full control effect; nearly all actives have a fitted effect of over 50% in size
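Rat TrxR1, dispensed at 90 nM, was prereduced with 400 uM NADPH (final) for 5 min at ~22 deg C, then incubated with compound 15 min before 400 uM selenite. A first-read NADPH fluorescence drop versus no-compound background flagged substrates.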
RGS4 inhibitor = inhibitors of human regulator of G protein signaling 4; P49798; Transcreener GDP fluorescence polarization, RGS4-accelerated GTP hydrolysis; Potency, µM (doses to about 114 µM), for inactives: at the highest dose activity change, negative = inhibition, most hits filed as inhibitors; 0.039% of 390,000 active; AID 504845; also: % is scaled to controls: 0 for no effect and ±100 for the full control effect; nearly all actives have a fitted effect of over 75% in size; some results filed as inactive show a strong effect at the top dose
Target sequence (P49798 whole entry, looked up): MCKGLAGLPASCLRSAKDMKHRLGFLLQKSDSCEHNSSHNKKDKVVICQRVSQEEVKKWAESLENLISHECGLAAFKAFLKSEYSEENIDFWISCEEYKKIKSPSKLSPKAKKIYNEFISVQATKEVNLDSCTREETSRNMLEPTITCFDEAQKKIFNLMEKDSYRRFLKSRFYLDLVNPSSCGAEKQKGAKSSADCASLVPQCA
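MLSMR compounds (23 nl, pin-transferred) preincubated 10 min at room temperature with a 500nM (2x) first reagent, then RGS4 at 900nM (2x) plus Transcreener GDP mix added; fluorescence polarization (620/688 nm) read before and after 90 min at 30 °C.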
Vif-A3F inh = inhibitors of Vif-A3F interaction; AID 602313; 0.2% of 390,000 active; Potency, µM (series often up to 46.1 µM), without a hit: at the top dose activity, negative = active; HeLa A3F-eYFP + Vif (tagged APOBEC3F with the HIV-1 protein that degrades it), YFP fluorescence increase; also: % of control where 0% means no effect; nearly all actives have a fitted effect of over 65% in size
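Fluorescence increase (Ex 488/Em 500-530) after overnight compound treatment at 37 deg C flags inhibition of Vif-driven A3F-eYFP loss in stable HeLa A3F-eYFP/Vif cells seeded overnight beforehand.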
IDH1 R132H inh = blocks human mutant IDH1 R132H enzyme; O75874; IDH1-R132H enzyme, NADPH consumption, diaphorase/resazurin fluorescence; Potency, µM (titrated, usually from 76.6 µM), for the others: top-dose activity change, negative = inhibition, usual class: inhibitors; 0.093% of 390,000 active; also: % is scaled to controls: 0 for no effect and ±100 for the full control effect; nearly all actives have a fitted effect of over 65% in size
Target sequence (O75874 whole entry R132H, stated change not applied): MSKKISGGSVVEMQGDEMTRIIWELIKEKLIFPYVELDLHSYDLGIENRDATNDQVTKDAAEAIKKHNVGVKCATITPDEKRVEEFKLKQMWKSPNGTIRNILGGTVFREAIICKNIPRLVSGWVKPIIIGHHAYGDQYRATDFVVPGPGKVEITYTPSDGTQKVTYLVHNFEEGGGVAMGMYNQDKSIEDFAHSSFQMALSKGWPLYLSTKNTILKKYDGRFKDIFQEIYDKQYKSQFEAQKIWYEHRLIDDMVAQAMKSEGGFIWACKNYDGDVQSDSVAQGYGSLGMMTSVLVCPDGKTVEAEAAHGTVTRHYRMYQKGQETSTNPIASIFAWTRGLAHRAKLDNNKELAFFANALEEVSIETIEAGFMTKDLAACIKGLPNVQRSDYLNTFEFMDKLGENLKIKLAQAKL
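IDH1-R132H (0.5 ug/mL dispensed) in pH 7.5 Tris buffer was preincubated 30 min with compound, then given a substrate mix of 0.016 mM NADPH and 2 mM alpha-KG for 80 min at room temperature; remaining NADPH was read by diaphorase/resazurin fluorescence.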
Starred values were filed as active, the others as inactive; ? = inconclusive; nt = not tested or not shown; [ ] = another dose, or the depositor's remark. Calls follow the shape of the dose curve; as a rule, active = well fitted curve in the direction sought with a large enough effect; inconclusive = small, poorly fitted or top-dose-only effect, or another doubt; inactive = no such curve, though single readings can be large; an effect the other way counts as inactive or inconclusive. Potency is read from the fitted curve at half-maximal effect.

SMILES | Vif-APOBEC3G blk | RXFP1 ag | 12-LOX inh | USP1 inh | TrxR1 inh | TrxR1 substrate | RGS4 inhibitor | Vif-A3F inh | IDH1 R132H inh
Cc1cc(C(=O)O)c(CCCN)s1 | 2.5% | -0.7% | -3.2% | -15.0% | 4.3% | -6.6% | -15.4% | -1.1% | 1.9%
O=C(Cc1ccccc1)N1CCN(c2ncccn2)CC1 | -2.0% | 2.2% | -0.8% | -13.1% | 9.0% | 4.2%[57.1 µM] | -10.2% | -7.2% | 0.5%
CCC(CC)c1nnc(NC(=O)CS(=O)(=O)c2ccc(C)cc2)s1 | 0.4% | 0.0% | ? | -18.7% | ? | -2.8% | -47.6% | 2.4% | 1.7%
Cc1cc(-c2csc(N)n2)c(C)n1-c1ccccc1 | 2.0% | -0.2% | ? | 4.6% | -18.5% | 0.7% | ? | -5.7% | -8.6%
Nn1c(SCC(=O)Nc2ccc(F)cc2)nnc1-c1ccccn1 | -5.0% | 1.3% | -15.3% | -17.5% | 1.8%[57.1 µM] | 6.3%[57.1 µM] | 4.1% | 0.1% | 4.5%
CNC(=O)c1ccccc1NC(=O)c1c(O)c2c([nH]c1=O)CCCC2 | -5.9% | 3.3% | 0.0% | -5.3% | 4.3% | 2.0% | 8.1% | -8.8% | 0.0%
CN(C)/C=C/c1c(C#N)c(=O)ncn1Cc1ccccc1 | 1.1% | 0.9% | -19.2% | -23.2% | -4.2% | -2.4% | -9.8% | -1.8% | -3.1%
CN1C(=O)CSc2ccc(NC(=O)NCCC3=CCCCC3)cc21 | 0.9% | 0.0% | -20.9% | -9.4% | 5.5% | 8.3% | -22.6% | -0.7% | 4.0%
O=C(COC(=O)c1cccnc1Cl)NCc1ccco1 | -0.2% | 5.7% | 5.5% | -4.7% | 26.1%[57.1 µM] | 6.9%[57.1 µM] | -5.9% | 2.0% | -0.7%
Cc1ccc(S(=O)(=O)N2CCN(C(=O)CCC(=O)Nc3ccc(Br)c(C)c3)CC2)cc1 | -0.7% | nt | ? | -8.3% | -10.1% | -15.0% | -12.1% | -8.6% | -1.6%
Oc1ccc(NCc2ccccc2OCc2ccc(Cl)cc2)cc1 | ? | -2.7% | 124.0%[activator] | ? | 79.4µM* | -18.1% | -36.5% | -4.5% | 6.9%
Cc1ccccc1NC(=O)Cc1nnc(SCc2ccc(Cl)c(Cl)c2)n1C | -8.4% | -0.7% | 12.2% | -21.4% | 16.4% | 6.5%[57.1 µM] | 13.2% | 0.2% | 5.1%

Exported with values under each structure: part of the list above
Values in the order: Vif-APOBEC3G blk, RXFP1 ag, 12-LOX inh, USP1 inh, TrxR1 inh, TrxR1 substrate, RGS4 inhibitor, Vif-A3F inh, IDH1 R132H inh
> Nn1c(SCC(=O)Nc2ccc(F)cc2)nnc1-c1ccccn1
 : -5.0%, 1.3%, -15.3%, -17.5%, 1.8%[57.1 µM], 6.3%[57.1 µM], 4.1%, 0.1%, 4.5%
> CNC(=O)c1ccccc1NC(=O)c1c(O)c2c([nH]c1=O)CCCC2
 : -5.9%, 3.3%, 0.0%, -5.3%, 4.3%, 2.0%, 8.1%, -8.8%, 0.0%
> CN(C)/C=C/c1c(C#N)c(=O)ncn1Cc1ccccc1
 : 1.1%, 0.9%, -19.2%, -23.2%, -4.2%, -2.4%, -9.8%, -1.8%, -3.1%

Additional records.
SMILES | Vif-APOBEC3G blk | RXFP1 ag | 12-LOX inh | USP1 inh | TrxR1 inh | TrxR1 substrate | RGS4 inhibitor | Vif-A3F inh | IDH1 R132H inh
OC1=C(O)c2nc3cc(C(F)(F)F)ccc3nc21 | 0.1% | 0.9% | ? | -12.0% | 2µM* | -4.9% | -0.4% | -10.6% | -1.0%
Cc1ccn(CCC(=O)NC2CC(C)(C)Cc3c2cnn3-c2ccccc2C)n1 (configuration not stated) | 3.8% | 2.3% | 19.7% | 0.0% | 6.0% | -0.1% | -1.1% | -4.3% | -8.8%
CCCn1nnc2ccccc2c1=O | 0.4% | -1.2% | -17.5% | -9.4% | 17.2% | 3.2% | -12.3% | 0.0% | 9.6%
Cc1ccc(CC(=O)NNC(=O)c2cccs2)cc1C | -0.2% | 0.9% | -14.8% | -20.5% | 4.6%[57.1 µM] | -0.7%[57.1 µM] | -16.1% | 8.3% | -9.1%
CN(C)C(=O)CSc1nc2ccccc2n1Cc1ccccc1 | 1.1% | 0.2% | 0.4% | -10.0% | -17.6% | -11.0% | -7.4% | 1.3% | 5.3%
Cc1nnc(NC(=O)CN2CCN(Cc3c(Cl)cccc3Cl)CC2)s1 | -2.5% | 0.0% | 18.6% | -14.8% | 11.6%[57.1 µM] | 7.7%[57.1 µM] | -23.2% | 0.5% | 5.9%
Cc1ccc(S(=O)(=O)N2CCOCC2)cc1NC(=O)CSc1nnc2cc(C)c3ccccc3n12 | 3.2% | 6.1% | -22.4% | -19.5% | -15.3% | -9.2% | -6.9% | 1.1% | 2.4%
CCN1C(=O)[C@H]2[C@@H](c3ccc(C(F)(F)F)cc3)N[C@]3(CCCN(Cc4cccn4C)C3=O)[C@H]2C1=O | 1.6% | nt | ? | -11.5% | nt | nt | nt | -6.7% | 6.1%
Cc1ccc(N2CC(C(=O)Nc3ccc(Cl)cc3Cl)CC2=O)cc1 (configuration not stated) | -3.4% | 1.9% | -3.4% | -23.2% | 12.7% | 0.6% | -12.5% | -19.6% | -14.0%
COc1ccc2cc(C(=O)C3CCCN(C(=O)c4cnn(C(C)C)c4)C3)ccc2c1 (configuration not stated) | 1.6% | ? | 0.0% | -25.1% | 15.9% | 153.7%[activator] | -100.0%[56.9 µM] | -9.3% | 3.4%
CCOC(=O)c1ccccc1NC(=O)CN(c1ccccc1OCC)S(C)(=O)=O | -0.5% | 0.1% | 0.0% | -8.2% | 4.3% | 9.6% | 3.7% | 0.6% | 0.0%
CC1CC(C)CN(C(=O)C2CCCN(c3ncnc4c3nc3n4CCCCC3)C2)C1 (configuration not stated) | 0.2% | 8.9% | ? | -19.0% | 17.0% | -0.1% | 15.8% | ? | -4.5%
CCOC(=O)c1cccc(NC(=O)c2cc(S(=O)(=O)N3CCCC3)cn2C)c1 | -12.4% | 1.9% | -16.6% | ? | 15.5% | 11.1%[11.4 µM] | -7.1% | -0.4% | -6.8%
O=c1cc(-c2ccc(O)cc2)oc2cc(O)c([C@@H]3O[C@H](CO)[C@@H](O)[C@H](O)[C@H]3O)c(O)c12 | 0.2% | nt | -20.1% | -6.0% | 5.1%[57.1 µM] | 5.3%[57.1 µM] | 25.7% | -2.5% | 8.7%
CCCCOC(=O)C1=C(C)Nc2ncnn2C1c1cc(OC)ccc1OC (configuration not stated) | -4.3% | 1.0% | -24.8% | -21.4% | 19.8% | 6.9% | 10.1% | -0.6% | 0.6%
COc1ccc(OC)c(NC(=O)Cn2c(CCC(=O)O)ccc2-c2cccs2)c1 | -0.5% | -1.3% | -13.1% | -12.4% | -51.3% | 13.0%[57.1 µM] | 29.1% | -9.1% | 12.1%
COc1ccccc1-c1nnc(SCC(=O)Nc2ccc(N3CCOCC3)cc2)n1N | 3.1% | nt | 1.7% | -21.3% | 11.8% | 8.4% | 7.0% | -7.3% | -0.9%
CCNc1nc(NC(C)C)nc(N(C#N)CCOc2ccccc2)n1 | -1.0% | 1.5% | -29.7% | -20.1% | 3.5% | -6.5% | ? | -1.7% | 8.1%
O=C(NCCn1ccc2ccccc21)c1ccc(S(=O)(=O)N2CCOCC2)cc1 | -0.5% | 0.3% | ? | -3.3% | 11.6%[57.1 µM] | 7.8%[57.1 µM] | 9.0% | 2.3% | 3.3%
Cc1ccc(-c2nnc(SCC(=O)N/N=C/c3c(C)nn(-c4ccccc4)c3C)n2-c2ccccc2)cc1 | -0.6% | -0.6% | 24.8% | -23.7% | 6.5% | -1.3% | -14.5% | -0.6% | -0.1%
CC(C)(C)c1ccc(C(=O)NCCCNC(=O)c2ccco2)cc1 | -1.1% | -2.6% | -2.1% | 0.1% | 15.8%[57.1 µM] | 6.2%[57.1 µM] | -17.2% | -4.7% | 0.0%
Cc1nc(C)n(CC(=O)c2ccc(Cl)cc2Cl)n1 | 1.8% | 6.8% | -0.6% | 9.1% | -4.2%[57.1 µM] | 7.3%[57.1 µM] | 7.7% | -2.7% | 2.0%
CN1CCC2(CC1)N=C(c1ccc(F)cc1)C(=S)N2C(=O)c1ccc(C(C)(C)C)cc1 | -2.4% | -0.9% | ? | ? | ? | -12.2% | -43.1% | 6.4% | -4.1%
O=C1N(Cc2ccccc2)CCCC12CCCN(Cc1ccccc1)C2=O | 3.4% | 1.9% | -0.3% | -13.2% | 0.1% | 0.7% | 32.9% | nt | 1.9%
COc1ccccc1-n1c(SC)nc2c(sc(=S)n2-c2ccccc2)c1=O | -2.8% | -1.4% | 0.0% | -14.1% | 8.7% | -0.3% | -1.6% | -28.9% | 5.9%
O=C(Nc1cccc(O)c1)c1cc(-c2ccco2)on1 | 0.4% | -0.7% | ? | -18.3% | ? | 8.7% | -14.9% | -11.4% | 1.2%
CCCCNC(=S)N(C)/N=C/c1ccc(F)cc1 | 2.8% | 0.8% | -0.4% | -18.8% | 4.0% | -3.2% | -2.1% | -0.4% | 0.6%
O=C(c1ccc(Cl)cc1)N1CCC(O)(CSc2ccc(Cl)cc2Cl)CC1 | 0.1% | 0.5% | 170.5%[activator] | -6.6% | 10.5%[57.1 µM] | 6.6%[57.1 µM] | -14.7% | 1.9% | 1.1%

Some of the compounds tested (hit frequency here may not be typical).
